Fam108B inh = blocks mouse Fam108B hydrolase in RBBP9 counter-screen | recombinant Fam108B, FP-Rh probe fluorescence polarization | inhibition, % at 9.51 µM | actives 0.33% (n = 300,000);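 active = inhibition above the screen mean inhibition plus 3 SD, computed separately per campaign, cut at about 18% in these data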;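 also: inhibitors lower polarization as less probe binds the enzyme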
PAFAH1B2 FP inh = PAFAH1B2 (human) inhibition | P68402 | recombinant PAFAH1B2, FP-rhodamine activity probe, fluorescence polarization | inhibition, % at 3.39 µM | actives 1.2% (n = 340,000);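 active = inhibition above the mean of all tested compounds plus 3 SD, cut at about 24% in these data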;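 also: 0% = enzyme with DMSO and 100% = wells lacking PAFAH1B2; many of its hits are not listed in these tables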
Target sequence (P68402 whole entry, looked up): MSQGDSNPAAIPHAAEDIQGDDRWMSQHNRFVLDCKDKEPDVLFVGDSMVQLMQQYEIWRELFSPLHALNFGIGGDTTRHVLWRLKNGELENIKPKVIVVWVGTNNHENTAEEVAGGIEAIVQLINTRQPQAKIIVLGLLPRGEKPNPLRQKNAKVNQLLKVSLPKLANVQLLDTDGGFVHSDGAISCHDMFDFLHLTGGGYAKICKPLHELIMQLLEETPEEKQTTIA
pPAFAH FP inh = pPAFAH (human) enzyme inhibition | recombinant pPAFAH, FP-rhodamine probe fluorescence polarization | AID 463082 | actives 1.5% (n = 330,000) | Q13093 | inhibition, % at 3.39 µM;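 active = inhibition above the mean inhibition across the screen plus 3 SD, cut at about 25% in these data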;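 also: inhibitors block binding of the rhodamine activity-based probe so polarization drops; 0% = enzyme with DMSO and 100% = wells lacking pPAFAH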
GLD-1 TGE inh = GLD-1-TGE RNA interaction inhibition (C. elegans); Q17339; purified GLD-1 + fluorescein TGE RNA, fluorescence polarization; inhibition, % at 5.96 µM; actives 0.44% (n = 320,000);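 active = percent inhibition above a per-plate cutoff, the plate mean of test compounds plus 3 SD, cut at about 30% in these data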;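 also: 0% = DMSO wells with GLD-1 and probe and 100% = wells lacking GLD-1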
MEX-5 binding = C. elegans MEX-5 TCR-2 RNA binding activity; Q9XUB2; MEX-5/FITC-TCR2 RNA binding, fluorescence polarization; hits give low values; activity score (negative = inhibition of binding), % at 10 µM; actives 0.38% (n = 300,000);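 active = inhibition past about -25% in most replicates, and total fluorescence under double the plate's negative control median, limit read from the data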;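 also: 0% = DMSO and -100% = 5 µM competing unlabeled TCR2 RNA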
Target sequence (Q9XUB2 whole entry, looked up): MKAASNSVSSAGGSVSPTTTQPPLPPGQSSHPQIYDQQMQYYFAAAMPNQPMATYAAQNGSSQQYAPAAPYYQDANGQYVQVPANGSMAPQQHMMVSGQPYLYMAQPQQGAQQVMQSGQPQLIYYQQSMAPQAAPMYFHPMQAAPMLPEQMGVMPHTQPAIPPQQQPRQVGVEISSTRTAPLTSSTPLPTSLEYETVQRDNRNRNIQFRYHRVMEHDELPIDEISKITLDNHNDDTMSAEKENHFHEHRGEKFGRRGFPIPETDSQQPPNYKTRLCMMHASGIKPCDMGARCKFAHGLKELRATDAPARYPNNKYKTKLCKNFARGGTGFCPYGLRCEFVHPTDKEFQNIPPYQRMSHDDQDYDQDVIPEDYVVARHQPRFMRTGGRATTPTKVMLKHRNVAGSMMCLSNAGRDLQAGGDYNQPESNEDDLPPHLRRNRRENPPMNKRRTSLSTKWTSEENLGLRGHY
MCL1 BIM primary = MCL1-BIM-BH3 interaction inhibition (human) | actives 0.68% (n = 320,000) | Q07820 | GST-MCL1 / FITC-Bim-BH3 fluorescence polarization | inhibition, % at 10.9 µM | AID 2057;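 active = inhibition above the mean inhibition of all tested compounds plus 3 SD, set per campaign, cut at about 40% in these data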;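 also: 0% = DMSO wells and 100% = unlabeled Bim-BH3 peptide control; higher means more loss of mP so more displacement of Bim peptide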
Bcl-xL primary = inhibitors of human Bcl-xL; Q07817; GST-Bcl-xL / FITC-Bim BH3 peptide fluorescence polarization; inhibition, % at 10.9 µM; actives 0.7% (n = 320,000);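 active = inhibition above the mean of all tested compounds plus 3 SD, cutoff set per campaign, cut at about 30% in these data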;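 also: 0% = DMSO wells and 100% = unlabeled Bim-BH3 peptide competitor; inhibitors lower millipolarization by displacing the labeled peptide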
Target sequence (Q07817 whole entry, looked up): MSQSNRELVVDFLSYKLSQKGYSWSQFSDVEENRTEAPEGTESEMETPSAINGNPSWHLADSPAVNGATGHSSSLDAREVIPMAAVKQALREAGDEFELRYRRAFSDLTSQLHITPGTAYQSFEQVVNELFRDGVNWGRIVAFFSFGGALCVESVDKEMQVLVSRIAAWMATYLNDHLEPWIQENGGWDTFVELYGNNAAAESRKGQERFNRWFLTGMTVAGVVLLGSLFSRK
AHR activator = activators of human aryl hydrocarbon receptor | P35869 | AHR-responsive luciferase reporter cells, luminescence | activation, % at 5 µM | actives 2.5% (n = 320,000); in the data active = activation above about 47%;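 also: 0% = vehicle wells and 100% = reference agonist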
PME-1 inh = PME-1 (human) inhibition; Q9Y570; recombinant PME-1, FP-Rh probe fluorescence polarization; inhibition, % at 5.9 µM; actives 0.53% (n = 320,000); AID 2130;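 active = inhibition above the campaign mean of all compounds plus 3 SD, cut at about 26% in these data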;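 also: competitive labeling of PME-1 active site by serine hydrolase directed probe; 0% = PME-1 with DMSO and 100% = wells lacking PME-1 enzyme; inhibitors block probe labeling so polarization falls and inhibition rises; many of its hits are not listed in these tables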
* marks the source's active call; other numbers are inactive results; x = not tested or not shown.

Fields – Fam108B inh	PAFAH1B2 FP inh	pPAFAH FP inh	GLD-1 TGE inh	MEX-5 binding	MCL1 BIM primary	Bcl-xL primary	AHR activator	PME-1 inh
CC(=O)c1c(C)nn(C(C)CC(=O)O)c1C (stereo not given)
    1	0	3	-2	0.9	3	5	4	-3
Cc1ccc(-c2nnc(SCC(=O)NCCN3C(=O)CSC3=O)n2C)cc1
    x	3	4	4	x	-5	-1	0	-2
CCC(C(=O)O/N=C(\N)c1cccc(C)c1)c1ccccc1 (stereo not given)
    -2	20	6	5	-0.6	2	2	2	-2
COc1cccc(C(C(=O)NC(C)(C)C)N(C(=O)CCC(=O)Nc2cc(C)on2)C(C)C)c1OC (stereo not given)
    -1	3	1	3	-0.8	3	-3	3	-4
O=C(O)CSCC(=O)N1CCN(c2ccnc3cc(Cl)ccc23)CC1
    0	4	-2	3	1.2	0	1	9	0
CN1C(=O)C(C)(C)c2cc(S(=O)(=O)N3CCCC3C(=O)NCc3ccccc3Cl)ccc21 (stereo not given)
    2	4	-3	-5	1.1	-8	-6	1	1
Cc1ccc(C(=O)C(C)OC(=O)Cc2n[nH]c(=O)c3ccccc23)cc1 (stereo not given)
    4	-5	7	4	-1.7	-8	6	-2	-4
CC(NC(=O)c1ccco1)c1ccc(-n2ccnc2)cc1 (stereo not given)
    1	2	0	-1	0.5	-3	2	8	5
O=C(OC1CCCCC1)c1cc2ccccc2oc1=O
    1	4	6	3	-1.8	4	4	-1	-1
CCOP(=O)(OCC)C(C#N)=C1SCN(c2ccccc2)CS1
    -2	4	18	1	2.8	16	8	8	6
CCCOC(=O)C1=C(C)NC2=C(C(=O)CC(C)(C)C2)C1c1cccnc1 (stereo not given)
    2	0	2	9	-2.6	6	7	0	2
O=C(C1=C[C@H](c2ccc3c(c2)OCO3)C[C@H](OCc2ccc(CO)cc2)O1)N1CCOCC1
    -6	4	0	-3	1.3	3	0	-3	-2
C#CCNC(=O)C1=C[C@@H](C2CC2)C[C@@H](OCc2ccc(CO)cc2)O1
    3	4	6	-4	-0.5	-6	-1	-4	-2
CCN(CC)C(=S)SCC(=O)Nc1ccc(S(N)(=O)=O)cc1
    -4	2	-3	4	2.2	-2	-3	6	-7
O=C1[C@H]2[C@@H](c3ccc(Cl)cc3)N3C(=O)N(c4cccc(F)c4)C(=O)[C@@]3(Cc3ccccc3)[C@H]2C(=O)N1C1CCCCC1
    -5	0	-4	3	0.4	1	6	0	-9
C/C(=N/NC(=O)c1nnn(-c2nonc2N)c1-c1ccccc1)c1ccncc1
    3	8	0	4	-2.5	10	10	20	6
COc1ccc(S(=O)(=O)Nc2cccc(C(C)=O)c2)cc1Br
    -1	8	2	5	3.0	1	1	-1	0
Cc1ccc(S(=O)(=O)Nc2ccccc2F)cc1C(=O)NCCCN1CCCC1=O
    -3	1	4	9	-1.0	2	2	1	-1
COc1ccc(N2CC(C(=O)NCCS(=O)(=O)N3CCN(c4ccccc4)CC3)CC2=O)cc1 (stereo not given)
    -5	0	2	1	-1.1	6	-2	1	-2
Cn1c(=O)c2c(nc(Cl)n2CC(=O)NC2(C#N)CCCCC2)n(C)c1=O
    -3	0	-2	-2	-3.8	5	2	4	-4
O=C(O)c1ccc(Cn2cnc3cccnc32)cc1
    4	3	4	28	-8.7	36	29	4	-1
O=C(Nc1ccc(Cl)c(S(=O)(=O)N2CCOCC2)c1)c1cc2ccccc2oc1=O
    x	6	2	3	x	x	x	4	x
CC1CN(C(=O)COC(=O)c2ccc(N)c([N+](=O)[O-])c2)CC(C)O1 (stereo not given)
    9	-2	0	3	x	-10	1	-2	-3
Cc1nnc(NC(=O)CSc2ccccc2N)s1
    0	-3	0	8	-0.3	2	7	41	-6
O=C(COc1ccc2c(c1)OCO2)Nc1nncs1
    -1	2	3	-6	0.6	-1	-2	69*	-5
CCN(C(=O)CSc1cc(C)c2ccccc2n1)c1c(N)n(Cc2ccccc2)c(=O)[nH]c1=O
    1	12	4	1	-1.0	-3	2	0	5
CCN(CC)CC#CCC(O)(c1ccccc1)C1CCCCC1 (stereo not given)
    -1	3	-6	2	-0.6	-1	-2	4	-5
Cc1nc(C(=O)NCC(=O)c2ccc(Cl)cc2)c(C(F)(F)F)o1
    -4	-3	-3	3	0.5	8	3	-3	-4
Fc1ccc(-[n+]2nc(Nc3ccccc3)sc2-c2c(Cl)cccc2Cl)cc1
    9	1	51*	-2	0.0	12	2	37	0
O=c1[nH]c(Nc2ccc3c(c2)OCCO3)nnc1Cc1ccccc1
    6	4	3	0	2.0	7	6	36	3
CCN(CC(=O)Nc1ccc2c(c1)OCCO2)C(=O)CN1C(=O)NC(C)(c2ccc(C)cc2)C1=O (stereo not given)
    x	8	2	0	x	10	5	-1	6
CC(C)C(c1nnnn1Cc1ccc2c(c1)OCO2)N1CCN(C)CC1 (stereo not given)
    4	-1	4	1	0.7	6	6	-2	2
Cc1nc(NC(=O)c2ccccc2[N+](=O)[O-])sc1C(=O)N(C)C
    -10	-5	2	2	-2.8	-2	1	1	-4
N#CC(Nc1ccccc1)c1ccccc1OCc1ccccc1 (stereo not given)
    -1	3	6	2	0.2	6	6	-6	-4
COc1ccc(Cl)cc1C(=O)Nn1c(C)nc2ccccc2c1=O
    4	-4	3	6	1.4	4	2	5	2
Cc1cc(C)c2nc(N3CCCN(C(=O)c4ccco4)CC3)c(C#N)cc2c1
    -2	0	9	5	1.3	22	14	7	-2
O=C(NNC(=O)c1ccc([N+](=O)[O-])o1)c1ccccc1
    -1	2	5	-5	-12	3	4	1	3
COc1ccc(Br)cc1CN(C)C(=O)c1ccc2c(c1)NC(=O)C(C)S2 (stereo not given)
    1	3	8	4	0.9	-3	-3	6	8
O=C(CCl)NN=C(c1ccccc1)c1ccccc1
    -1	x	4	3	2.1	0	4	-1	0
Cc1cc(=O)[nH]c(N2CCCNCC2)n1
    -1	0	-1	7	0.1	10	3	-2	-3
O=C(CN1CCOCC1)Nc1c(Cl)cc(Cl)cc1Cl
    0	9	6	8	-1.6	-4	6	-2	-1
CCCCC(=O)Nc1c2c(nn1-c1cccc(C)c1C)CS(=O)(=O)C2
    1	5	8	4	-1.6	1	1	-2	2
O=C(CCC(=O)c1ccccc1)Nc1cccnc1
    2	3	-6	-2	0.0	3	10	0	-1
C/C(=N\NC(=O)Cn1c(C)nc2ccccc21)c1cccs1
    -2	3	3	0	0.4	8	6	-5	4
CCOC(=O)N1CCN(CCC(=O)Nc2ccccc2)CC1
    2	-4	5	1	1.4	9	3	0	2
OCCc1ccc(-c2ccc(Cl)cc2)o1
    -2	1	7	4	2.2	-2	3	0	7
COc1ccc(S(=O)(=O)Cc2ccc(C(=O)NCc3ccccn3)o2)cc1
    2	5	-3	2	2.3	-2	1	1	6
CC1CCN(C(=O)CSc2nc3c(cnn3-c3ccccc3)c(=O)[nH]2)CC1
    0	3	-1	13	-1.1	0	7	8	5
CCc1cccc(C)c1NC(=S)NCC1CCN(c2ccc(OC)cc2)C1 (stereo not given)
    -4	3	8	4	-0.1	6	7	3	7
Cc1cc(CNC(=O)COC(=O)C2CC3CCCC(C2)C3=O)cc(C)c1O (stereo not given)
    x	1	-1	0	x	x	x	0	x
FC(F)Sc1ccc(NC(=S)NCc2ccccc2)cc1
    1	-3	2	8	0.5	10	5	6	-4
Cc1cc(N/C=C\C(=O)c2ccc(Cl)c(Cl)c2)no1
    -3	1	-6	-8	0.0	-1	-3	-10	-4
Cc1cc(C(C)(C)C)oc1C(=O)N(CC(=O)NC1CCCC1)Cc1ccccc1Cl
    4	14	12	7	2.0	0	-2	8	4
Cc1ccccc1S(=O)(=O)Oc1ccccc1C(=O)Oc1ccccc1
    -7	5	-3	-2	1.8	-2	-1	2	-5
COc1ccc(OCC(=O)NS(=O)(=O)c2ccccc2)cc1
    -4	5	-2	-2	0.9	1	3	-2	2
Cc1cc(C(C)(C)C)oc1C(=O)N(CC(=O)NC1CCCC1)c1c(C)cccc1C
    -4	10	-6	-3	-0.2	4	9	1	6
Cc1onc(-c2ccccc2Cl)c1C(=O)NCCCN1CCOCC1
    2	2	0	3	0.8	18	2	0	4
Cc1cccc(N2CCN(C(=O)c3cccc(N4CCCC4=O)c3)CC2)c1C
    2	5	3	5	-2.1	9	6	-1	3
Cc1oc(-c2ccc(F)cc2)nc1CN(Cc1ccccn1)CC1CCCO1 (stereo not given)
    2	-5	-1	-2	-4.2	16	14	3	-2
CCOn1c(SC(C)C)nc2ccccc2c1=O
    2	6	6	-2	2.0	2	2	-2	3
CCOc1ccc(Cn2nnc(C(=O)Nc3cc(OC)cc(OC)c3)c2N)cc1
    -3	1	2	-2	-1.1	-4	0	8	-3

11 entries from above, ordered by molar mass, smallest number first:
Fields – Fam108B inh	PAFAH1B2 FP inh	pPAFAH FP inh	GLD-1 TGE inh	MEX-5 binding	MCL1 BIM primary	Bcl-xL primary	AHR activator	PME-1 inh
CCOn1c(SC(C)C)nc2ccccc2c1=O
    2	6	6	-2	2.0	2	2	-2	3
Cc1cc(N/C=C\C(=O)c2ccc(Cl)c(Cl)c2)no1
    -3	1	-6	-8	0.0	-1	-3	-10	-4
CCOC(=O)N1CCN(CCC(=O)Nc2ccccc2)CC1
    2	-4	5	1	1.4	9	3	0	2
C/C(=N\NC(=O)Cn1c(C)nc2ccccc21)c1cccs1
    -2	3	3	0	0.4	8	6	-5	4
O=C(CN1CCOCC1)Nc1c(Cl)cc(Cl)cc1Cl
    0	9	6	8	-1.6	-4	6	-2	-1
Cc1oc(-c2ccc(F)cc2)nc1CN(Cc1ccccn1)CC1CCCO1 (stereo not given)
    2	-5	-1	-2	-4.2	16	14	3	-2
CC1CCN(C(=O)CSc2nc3c(cnn3-c3ccccc3)c(=O)[nH]2)CC1
    0	3	-1	13	-1.1	0	7	8	5
COc1ccc(S(=O)(=O)Cc2ccc(C(=O)NCc3ccccn3)o2)cc1
    2	5	-3	2	2.3	-2	1	1	6
CCOc1ccc(Cn2nnc(C(=O)Nc3cc(OC)cc(OC)c3)c2N)cc1
    -3	1	2	-2	-1.1	-4	0	8	-3
Cc1cc(C(C)(C)C)oc1C(=O)N(CC(=O)NC1CCCC1)c1c(C)cccc1C
    -4	10	-6	-3	-0.2	4	9	1	6
Cc1cc(C(C)(C)C)oc1C(=O)N(CC(=O)NC1CCCC1)Cc1ccccc1Cl
    4	14	12	7	2.0	0	-2	8	4

Not all compounds are listed, so the mix of outcomes need not match the whole.
